High-throughput results as filed in PubChem BioAssay.
A549 viability – counter-screen for Nrf2 inhibitors: cytotoxicity in A549 cells | A549 ARE-Fluc cells, CellTiter-Fluor viability, 18-24 h | Potency, µM (doses to about 46 µM), for the others: at the highest dose activity change, negative = cytotoxicity, usual class: inhibitors | 390,000 compounds, 0.16% hits | AID 504648; further: on the % scale 0 is the no-effect control and ±100 the full control effect
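Cytotoxicity counterscreen: CellTiter-Fluor fluorescence was measured in A549 ARE_Fluc cells after 18-24 h of compound exposure in a concentration series. The subsequent BugLite luminescent read reports ARE-luciferase activity.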
Nrf2 activator – activators of Nrf2 (ARE) signaling | 410,000 compounds, 0.31% hits | Potency, µM (highest dose often 46.1 µM), inactives show top-dose activation, hits mostly activators | AID 624171 | AREc32 ARE-luciferase reporter (MCF7-derived line), luminescence, 24 h; further: % of control where 0% means no effect; nearly all actives have a fitted effect of over 65% in size
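ARE activation measured as luciferase luminescence (Steady-Glo, 30 min RT) in AREc32_Fluc cells after 24 hr compound exposure at 37 deg C, 5% CO2; cells seeded overnight at 1000/well in OPTI-MEM, 5% FBS.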
TGFb inhibitor – inhibitors of TGF-b signaling; HepG2 CAGA-GFP TGF-b/SMAD3 reporter, GFP fluorescence, 18 h; TGF-beta stimulated, 500 pg/mL final; Potency, µM (doses to about 46.1 µM), inactives show at the highest dose activity, negative = inhibition, actives largely listed as inhibitors; 410,000 compounds, 1.2% hits; AID 588855; further: on the % scale 0 is the no-effect control and ±100 the full control effect; nearly all actives have a fitted effect of over 65% in size
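Per well, imaged GFP fluorescence of HEPG2 CAGA-GFP cells gives the signal; cells get compound, then TGF-beta (500 pg/mL final), 18 h at 37 degrees C; %Activity versus -TGF-beta and +DMSO controls.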
ATXN viability – cell viability loss in ATXN counter-screen; S2 cells (HEK-293 line with an ATXN2-luciferase reporter) viability, CellTiter-Fluor protease fluorescence, 24 h; Potency, µM (series often up to 56.7 µM), hits mostly cytotoxic; 400,000 compounds, 0.49% hits; further: nearly all actives have a fitted effect of over 40% in size
Nrf2 block – Nrf2 pathway inhibition; A549 ARE-Fluc reporter, luciferase luminescence, 18-24 h; Potency, µM (series often up to 46 µM), inactives show at the top dose activity change, negative = inhibition, usual class: inhibitors; 360,000 compounds, 2.1% hits; AID 504444; further: on the % scale 0 is the no-effect control and ±100 the full control effect; nearly all actives have a fitted effect of over 60% in size
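A549 ARE_Fluc cells, 5000/well, 5% FBS OPTI-MEM; compounds in dose-response, 18-24 h at 37 °C/5% CO2; CellTiter-Fluor viability read (Ex 405/Em 525), then BugLite luciferase luminescence = Nrf2 activity.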
EPAC2 antagonist – blocks human EPAC2 exchange factor; 360,000 compounds, 0.18% hits; Q8WZA2; Potency, µM (doses to about 114 µM), without a hit: top-dose activity, negative = inhibition, hits mostly inhibitors; EPAC2 GEF exchange of Rap1B-BODIPY-GDP, fluorescence; further: on the % scale 0 is the no-effect control and ±100 the full control effect; nearly all actives have a fitted effect of over 45% in size; many of its hits are not listed in these tables
Target sequence (Q8WZA2 whole entry, looked up): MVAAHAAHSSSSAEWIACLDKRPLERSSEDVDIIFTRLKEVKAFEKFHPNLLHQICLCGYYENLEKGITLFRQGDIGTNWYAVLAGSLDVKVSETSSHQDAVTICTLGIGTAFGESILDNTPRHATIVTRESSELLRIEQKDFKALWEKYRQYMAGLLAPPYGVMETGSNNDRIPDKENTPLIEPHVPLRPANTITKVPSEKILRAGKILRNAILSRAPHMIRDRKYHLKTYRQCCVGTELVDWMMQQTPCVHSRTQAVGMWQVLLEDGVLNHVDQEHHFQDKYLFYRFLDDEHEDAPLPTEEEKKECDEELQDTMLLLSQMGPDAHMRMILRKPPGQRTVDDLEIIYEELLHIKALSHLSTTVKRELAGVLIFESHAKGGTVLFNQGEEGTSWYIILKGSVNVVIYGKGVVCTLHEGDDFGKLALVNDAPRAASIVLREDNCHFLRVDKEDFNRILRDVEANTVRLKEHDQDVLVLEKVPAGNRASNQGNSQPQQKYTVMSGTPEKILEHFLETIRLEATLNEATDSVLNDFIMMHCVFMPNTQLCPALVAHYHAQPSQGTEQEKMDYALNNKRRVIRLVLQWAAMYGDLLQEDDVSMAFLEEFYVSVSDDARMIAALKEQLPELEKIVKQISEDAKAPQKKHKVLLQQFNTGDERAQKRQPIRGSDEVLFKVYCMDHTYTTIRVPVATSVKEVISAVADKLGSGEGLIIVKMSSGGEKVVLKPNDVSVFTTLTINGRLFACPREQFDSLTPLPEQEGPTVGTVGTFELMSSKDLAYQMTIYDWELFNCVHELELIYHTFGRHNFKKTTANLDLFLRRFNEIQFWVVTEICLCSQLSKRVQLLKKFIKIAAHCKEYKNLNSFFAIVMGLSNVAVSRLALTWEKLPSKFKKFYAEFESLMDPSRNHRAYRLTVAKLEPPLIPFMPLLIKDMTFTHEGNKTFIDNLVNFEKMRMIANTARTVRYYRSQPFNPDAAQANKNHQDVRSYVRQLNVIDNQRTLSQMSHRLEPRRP
ATXN2 expr inh – ATXN2 expression inhibition; HEK-293 ATXN2-luciferase reporter, luminescence, 24 h; Potency, µM (doses to about 57 µM), inactives show at the top dose activity change, negative = inhibition, usual class: inhibitors; 360,000 compounds, 0.72% hits; further: on the % scale 0 is the no-effect control and ±100 the full control effect; nearly all actives have a fitted effect of over 55% in size
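qHTS (up to 57 uM final) was run with 24 h compound exposure of reporter cells at 37 °C. Each well was multiplexed: SteadyGlo luminescence measured ATXN2-luciferase expression after a fluorogenic Gly-Phe-AFC viability readout (25 uM final).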
MCF10A rereplic – inducers of DNA re-replication in MCF 10A breast cells | MCF 10A DNA re-replication, Hoechst nuclear intensity, 48 h | Potency, µM (titrated, usually from 46.1 µM), inactives show at the highest dose activity, positive = re-replication, actives largely listed as activators | 350,000 compounds, 2.9% hits; further: % of control where 0% means no effect; nearly all actives have a fitted effect of over 50% in size
HepG2 viability – kills HepG2 cells in TGF-b inhibitor counter-screen; Potency, µM (titrated, usually from 46.1 µM), inactives show at the top dose activity change, negative = cytotoxicity, usual class: cytotoxic; AID 588856; 410,000 compounds, 0.76% hits; HepG2 CAGA-GFP viability, ATP luminescence, 18 h; further: some results filed as inactive show a strong effect at the top dose
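CellTiter-Glo luminescence gave cytotoxicity after 18 hours at 37 degrees C. The cells were HepG2 CAGA-GFP in 1% FBS DMEM, stimulated with 500 pg/mL TGF-beta after compound addition. %Activity was normalised to no-cell wells (complete cell-killing) and DMSO (no toxicity), and curves were fitted and classified.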
An asterisk follows results filed as active; i = inactive; ? = inconclusive; · = not tested or not shown; [ ] = another dose, or the depositor's remark. The call rests on the fitted dose curve; in most records, active means well fitted curve in the direction sought with a large enough effect; inconclusive means small, poorly fitted or top-dose-only effect, or another doubt; inactive means no such curve, though single readings can be large; an effect the other way counts as inactive or inconclusive. Potency means the concentration at half of the fitted maximal effect.

SMILES	A549 viability	Nrf2 activator	TGFb inhibitor	ATXN viability	Nrf2 block	EPAC2 antagonist	ATXN2 expr inh	MCF10A rereplic	HepG2 viability
O=C(O)c1ccc(NCc2nc3ccccc3n2Cc2ccccc2F)cc1	-0.3%	-0.9%	1.8%	i	-0.6%	7.9%	2.5%	-6.4%	-9.2%
COc1cc(CNc2nc3ccccc3s2)cc(OC)c1OC	7.0%	6.1%	-6.2%	i	?	-8.7%	-11.7%	0.4%	-19.4%
COC(=O)c1ccc(C(=O)NC2CCCc3c2cnn3-c2cc(F)cc(F)c2)nc1 (configuration not stated)	?	-0.4%	12.9%	i	4.6%	6.5%	-7.5%	2.91µM*	-20.3%
COC(=O)c1ccc(NC(C)C(=O)OC)c([N+](=O)[O-])c1 (configuration not stated)	-3.3%	4.2%	?	i	5.7%	7.9%	-8.0%	18.3%	-9.3%
NS(=O)(=O)c1ccc(NC(=O)CN2C(=O)c3ccccc3C2=O)cc1	-10.1%	0.2%	5.0%	i	0.6%	14.5%	-13.0%	-1.6%	-23.5%
CC1=C(C(=O)N2CCOCC2)C(c2ccc(OC(F)F)cc2)NC(=S)N1c1ccccc1 (configuration not stated)	-7.1%	0.1%	-6.3%	?	9.3%	2.2%	-20.6%	1.2%	-23.7%
CC1CCN(C(=O)Nc2cccc(NC(=O)N3CCC(C)CC3)c2)CC1	-2.6%	0.0%	-31.8%	i	12.4%	-7.3%	-13.9%	?	-29.2%
CC(C)C[C@H](N)c1nnc(SCc2ccc(Cl)cc2Cl)o1	-9.9%	3.4%	?	i	?	·	-18.8%	·	-37.8%
CN1CCN(C(=O)C2CCN(c3ncc(C(F)(F)F)cc3Cl)CC2)CC1	6.7%	-0.2%	0.2%	i	-11.2%	-0.2%	-18.1%	?	-22.4%
C1CCN(Cc2nnnn2C2CCCC2)CC1	0.0%	-0.7%	-4.7%	i	0.9%	-2.4%	-8.6%	-10.2%	1.7%
COc1ccccc1N=C1SC(C(=O)Nc2ccc(F)cc2)CC(=O)N1C (configuration not stated)	-6.4%	-0.4%	-10.0%	i	0.5%	-5.0%	-8.8%	-9.9%	-64.3%
COc1cc(C(O)c2nc(-c3cncnc3)cs2)ccc1F (configuration not stated)	·	10.5%	21.1%	i	·	1.3%	-1.2%	·	5.4%

A section of the results above, for reference:
SMILES	A549 viability	Nrf2 activator	TGFb inhibitor	ATXN viability	Nrf2 block	EPAC2 antagonist	ATXN2 expr inh	MCF10A rereplic	HepG2 viability
O=C(O)c1ccc(NCc2nc3ccccc3n2Cc2ccccc2F)cc1	-0.3%	-0.9%	1.8%	i	-0.6%	7.9%	2.5%	-6.4%	-9.2%
COc1cc(CNc2nc3ccccc3s2)cc(OC)c1OC	7.0%	6.1%	-6.2%	i	?	-8.7%	-11.7%	0.4%	-19.4%

Remaining list, next part.
SMILES	A549 viability	Nrf2 activator	TGFb inhibitor	ATXN viability	Nrf2 block	EPAC2 antagonist	ATXN2 expr inh	MCF10A rereplic	HepG2 viability
O=c1c(C(c2ccc(Cl)cc2)c2c(O)nc3n(c2=O)CCCS3)c(O)nc2n1CCCS2	1.6%	-0.8%	-3.0%	i	2.8%	-6.9%	0.1%	-6.0%	-9.3%
CN(C(=O)COC(=O)/C=C/c1cccs1)C1CCCCC1	-2.6%	8.3%	1.0%	i	15.6%	0.6%	37.8%	·	11.7%
CCOC(=O)C1=C(C)NC(=S)NC1c1ccc(OC(=O)c2ccco2)cc1 (configuration not stated)	2.8%	3.4%	9.4%	i	17.8%	-0.6%	3.6%	-10.2%	-2.1%
CC(C)Cn1c(SCC(=O)N2CCCCC2)nc2ccccc2c1=O	-7.8%	-0.6%	0.9%	i	-24.2%	-0.6%	-15.3%	?	-21.4%
Cc1ccc2c(c1)c1c(n2CC(O)Cn2nc(C)c(Br)c2C)CCCC1 (configuration not stated)	-14.0%	2.5%	?	i	-3.7%	0.1%[57.1 µM]	-22.6%	23.1µM*	20µM*
O=[N+]([O-])c1ccccc1Oc1ncccc1[N+](=O)[O-]	-5.6%	0.4%	8.3%	·	-10.7%	0.8%	-2.4%	-3.7%	-4.1%
COc1ccc(CCNC(=O)C2CCCN(S(=O)(=O)c3ccc(F)cc3)C2)cc1 (configuration not stated)	5.0%	-0.4%	4.7%	i	-9.6%	6.7%	-12.6%	2.6%	-16.8%
COc1cccc(-c2n[nH]c(=S)n2Cc2ccco2)c1OC	-3.1%	-0.1%	?	i	-27.2%	-4.3%	-5.7%	3.1%	-71.2%
CNc1nc(N)c([N+](=O)[O-])c(Nc2ccccc2OC)n1	-17.4%	-0.7%	-26.5%	i	?	2.2%	-31.6%	6.9%	-21.0%
Cc1ccc(S(=O)(=O)N2CCOCC2)cc1C(=O)Nc1ccccn1	-0.2%	-1.5%	20.7%	i	·	-7.0%	6.0%	14.1%	5.5%
O=C(Cn1c(C(=O)NCc2ccco2)cc2sccc21)c1ccccc1	7.2%	7.1%	-11.2%	?	-5.4%	-10.6%	-17.4%	1.2%	-19.9%
Cc1noc(C)c1NC(=O)Nc1ccc2c(c1)C(=O)N([C@H](C)CO)C[C@H](C)[C@@H](CN(C)S(C)(=O)=O)O2	1.1%	0.0%	-4.0%	i	4.4%	-12.6%	5.7%	1.8%	2.5%
CCC1=Nc2cc(C(=O)NC3CCCC3)ccc2Sc2ccc(Cl)cc21	-4.9%	4.3%	?	?	6.7%	·	-12.8%	·	-38.6%
Cc1cc(NC(=O)CSc2nc3sc(C)c(C)c3c(=O)n2C2CCCC2)no1	1.0%	0.1%	-1.7%	?	2.4%	-7.5%	?	5.0%	-1.7%
O=C(CCn1nnc2ccccc21)N1CCC(O)(c2cccc(F)c2)CC1	-3.0%	0.1%	-1.0%	i	1.3%	-0.8%	1.0%	1.4%	2.1%
O=C(OCCN1CCCCC1)c1ccccc1Br	-0.3%	-0.4%	3.7%	i	11.0%	7.5%	2.0%	6.4%	-0.5%
O=C(Cc1cccs1)Nc1ccc(F)cc1	-2.0%	2.2%	-0.7%	?	8.3%	-4.5%	·	-6.3%	-7.6%
Cc1ccc(-c2csc3ncnc(NCCC(=O)O)c23)cc1	-4.4%	-0.4%	0.4%	i	-3.1%	8.9%	-4.7%	2.4%	16.4%
CC(=O)N1CCc2cc(N=NC3=C(O)CC(C)(C)CC3=O)ccc21	-5.2%	0.0%	4.8%	?	-20.5%	-4.2%	·	-3.3%	1.4%
Cc1cccc(NC(=O)CC2(CC(=O)O)CCCC2)c1	-1.8%	-0.6%	-9.5%	i	-12.2%	3.8%	7.1%	-13.5%	-29.2%
Cc1cc(C)nc(CCNC(=O)CC2C(=O)NCCN2Cc2ccccc2)n1 (configuration not stated)	1.2%	0.4%	2.1%	i	19.4%	10.8%	-4.4%	-5.2%	-1.4%
CC1=C(C(=O)OCc2ccccc2)C(c2ccccc2OS(=O)(=O)c2ccc([N+](=O)[O-])cc2)NC(=O)N1CCCC(=O)O (configuration not stated)	2.1%	3.8%	-23.0%	i	0.1%	?	-10.9%	?	0.4%
C=CCn1c(SCC(=O)Nc2ccc3c(c2)OCO3)nnc1-c1ccccc1O	-9.3%	0.2%	-21.4%	?	-4.1%	-1.1%	2.0%	-3.6%	-0.6%
C=CCN1C(=O)CN=C1Nc1ccccc1	-14.3%	-0.6%	-8.1%	i	-15.5%	-1.2%	2.6%	-1.3%	-15.2%
Cn1c(=O)c2c(-c3ccccc3)n(N3CCOCC3)cc2n(C)c1=O	-1.4%	1.7%	16.4%	i	9.6%	-2.3%	0.0%	-0.6%	-32.0%
O=C(OC1CCN(c2ccc([N+](=O)[O-])cc2)CC1)c1ccccc1	?	0.3%	-2.6%	·	-10.5%	-4.8%	·	1.8%	-19.1%
O=C(NNC(=O)c1cccs1)c1ccc(Cl)c(Cl)c1	?	0.4%	1.3%	i	20.2%	-18.6%	-5.8%[11.3 µM]	-8.0%	2.0%
CCn1cc(C(=O)NCc2ccncc2)c(=O)c2cc(F)c(N3CCN(C(=O)c4ccco4)CC3)cc21	0.2%	2.2%	-17.6%	i	-5.6%	-9.3%	0.1%	?	-7.2%
COC(=O)c1[nH]c2ccccc2c1NC(=O)/C=C/c1ccc2c(c1)OCO2	-9.9%	3.5%	-6.0%	i	-26.5%	-0.9%	4.0%	11.3%	-1.5%
CCC1(C)Cc2c(sc3nc(NC)n(C)c(=O)c23)CO1 (configuration not stated)	0.4%	2.7%	-4.1%	i	-5.4%	-5.6%	14.5%	5.4%	-28.8%
Cc1ccc(C)c(N(CC(=O)Nc2cc(Cl)ccc2Oc2ccccc2)S(C)(=O)=O)c1	-17.1%	3.2%	?	i	?	-9.1%	-0.9%	6.7%	-1.1%
Cc1ccc(NC(=O)CN2CCN(C)CC2)cc1Br	2.5%	-0.9%	-10.6%	i	-6.2%	3.1%	·	0.6%	0.2%
O=C(/C=C/c1ccc(Cl)cc1)N(Cc1ccccc1)c1ccccn1	4.2%	0.2%	-18.3%	i	-6.9%	-5.8%	-13.3%	12.7%	-20.0%
CC12CCCCC1NS(=O)(=O)OC2 (configuration not stated)	4.9%	-1.3%	4.5%	i	-4.6%	13.0%	1.4%	0.4%	2.3%
O=C(Nc1nc2cc3c(cc2s1)OCCO3)c1ccc(N2C(=O)CCC2=O)cc1	-4.0%	-0.3%	-0.6%	i	9.8%	4.9%	·	-2.1%	-1.8%
CCCCOC(=O)CSc1n[nH]c(=O)[nH]c1=O	2.7%	-0.7%	14.2%	i	0.3%	-1.0%	3.6%	-182.9%[0.0737 µM]	8.7%
O=C(O)Cc1ccc(NC(=O)Nc2ccc3c(c2)OCO3)cc1	2.2%	0.2%	4.3%	i	-0.5%	-2.2%	-5.3%	-4.6%	5.0%
CSC(C1CCCC1)n1nnc2ccccc21 (configuration not stated)	8.0%	-0.1%	3.0%	i	10.6%	-19.5%	5.4%	0.4%	-21.3%
CNC(=O)/C(C#N)=C/c1ccc(-c2ccc(Cl)cc2)o1	0.7%	4.8%	?	·	?	1.1%	10.1%	-11.1%	-5.5%
CCOc1ccccc1CNC(=O)C1CCN(c2nc3ccccc3nc2C(F)(F)F)CC1	17.8%	0.0%	?	i	23.2%	·	16.5%	·	-12.0%

This is a subset; rates above refer to the full screens.
